TPT1 inhibitor = C. albicans TPT1 enzyme inhibition; inhibition, % at 5 µM; 0.81% of 300,000 active; recombinant caTPT1, FP RNA substrate dephosphorylation;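 active = inhibition above the mean of all tested compounds plus 3 SD, set per screening campaign, cut at about 24% in these data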;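 also: plate controls were DMSO alone for no effect and ferristatin control at 100 nM for full effect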
PAFAH2 FP inh = inhibitors of human PAFAH2; Q99487; recombinant PAFAH2, FP-rhodamine activity probe, fluorescence polarization; inhibition, % at 3.39 µM; 0.99% of 340,000 active; AID 492956;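 active = inhibition above the mean over all tested compounds plus 3 SD, cut at about 30% in these data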;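 also: inhibitors block probe labeling of enzyme so polarization drops; 0% = enzyme with DMSO and 100% = wells lacking PAFAH2 protein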
AHR activator = activates the human aryl hydrocarbon receptor | AHR-responsive luciferase reporter cells, luminescence | 2.5% of 320,000 active | activation, % at 5 µM | P35869 | AID 2796; in the data active = activation above about 47%;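 also: 0% = vehicle wells and 100% = reference agonist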
PP5 primary = inhibitors of human protein phosphatase 5 (PP5). P53041. purified PP5c, OMFP substrate fluorescence. inhibition, % at 6.7 µM. 0.18% of 320,000 active. AID 1987;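 active = inhibition above the campaign's mean inhibition across all tested compounds plus 3 SD, cut at about 9.5% in these data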;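 also: 0% = DMSO only and 100% = 100 µM cantharidin control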
CTSL1 counter = cathepsin L1 inhibition, PFM18AAP counter-screen; recombinant F. hepatica cathepsin L1, Z-Leu-Arg-MCA fluorescence; inhibition, % at 5.96 µM; 0.49% of 300,000 active; AID 1906;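 active = inhibition above the mean of all tested compounds plus 3 SD, set per screening campaign, cut at about 17% in these data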;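 also: 0% = plate median of test compound wells and 100% = 1 µM Z-Phe-Ala-diazomethylketone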
procasp3 activ = activates human procaspase-3; 0.11% of 330,000 active; AID 463141; recombinant procaspase-3 D3A, Ac-DEVD-pNA absorbance 405 nm; activation, % at 8.5 µM; P42574;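 active = activation above the mean of all tested compounds plus 3 SD, cut at about 21% in these data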;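 also: 0% = DMSO alone and 100% = DMSO wells spiked with extra 5 µM PC-3 D3A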
Target sequence (P42574 whole entry D9A/D28A/D175A): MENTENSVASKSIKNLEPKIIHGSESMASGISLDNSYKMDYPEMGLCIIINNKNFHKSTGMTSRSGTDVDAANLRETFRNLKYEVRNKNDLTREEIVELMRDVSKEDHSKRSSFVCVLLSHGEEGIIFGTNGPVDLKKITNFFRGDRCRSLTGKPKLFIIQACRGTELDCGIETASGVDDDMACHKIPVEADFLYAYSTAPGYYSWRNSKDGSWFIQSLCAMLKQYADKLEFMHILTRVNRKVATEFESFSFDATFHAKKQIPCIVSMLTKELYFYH
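Assay system: Autoprocessing-dead procaspase-3 D3A mutant enzyme; also added: Ac-DEVD-pNA; doses: one concentration, 8.5 µM nominal, 0.8% DMSO; times: 1 h compound preincubation, 2 h substrate hydrolysis at 25 °C; technique: 405 nm absorbance of p-nitroaniline, reads at 0 and 120 min; measure: % activation between DMSO and enzyme-spiked controls; repeats: single replicate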
core dimer inh = blocks dimerization of HCV core protein | inhibition, % at 5 µM | 0.33% of 300,000 active | AID 1899 | TR-FRET GST/Flag-core106 dimerization, 1536-well;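 active = inhibition above the mean of all tested compounds plus 3 SD, set per screening campaign, cut at about 45% in these data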
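Assay system: GST-tagged and Flag-tagged HCV core protein residues 1-106 / Times: compound-protein-antibody incubation 4 h at 22.5 °C / Signal: time-resolved FRET, ex 340 nm, em 617 and 671 nm / Evaluation: % inhibition based on acceptor/donor emission ratio / Benchmarks: wells lacking GST-core106 and wells with excess unlabelled core106 / Repeats: singlicate, one well per compound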
PP1 counter = counter-screen for PP5 inhibitors: inhibitors of human PP1-alpha | 0.9% of 320,000 active | P62136 | AID 2235 | inhibition, % at 6.7 µM | purified PP1alpha, OMFP fluorescence;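 active = inhibition above the mean inhibition of all tested compounds plus 3 SD, computed separately for each screening campaign, cut at about 15% in these data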
Target sequence (P62136 whole entry, looked up): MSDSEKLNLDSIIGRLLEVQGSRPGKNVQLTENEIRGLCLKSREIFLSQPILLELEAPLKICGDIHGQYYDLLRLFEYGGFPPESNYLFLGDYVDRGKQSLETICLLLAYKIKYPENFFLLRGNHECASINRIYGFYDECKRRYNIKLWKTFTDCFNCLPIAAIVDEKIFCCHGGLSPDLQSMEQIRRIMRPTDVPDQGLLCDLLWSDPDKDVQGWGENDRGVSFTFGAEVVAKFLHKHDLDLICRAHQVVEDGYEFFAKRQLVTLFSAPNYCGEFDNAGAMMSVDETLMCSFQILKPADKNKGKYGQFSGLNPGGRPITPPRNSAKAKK
procasp7 counter = activates human procaspase-7, counter-screen for procaspase-3 activators | AID 463210 | activation, % at 8.5 µM | 0.093% of 330,000 active | P55210 | recombinant procaspase-7, Ac-DEVD-pNA absorbance 405 nm; D23A/D198A/D206A triple mutant, cannot self-cleave; scale: DMSO 0, 5 µM enzyme 100;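 active = percent activation above the screen-wide mean plus 3 SD, cut at about 25% in these data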
Target sequence (P55210 whole entry D23A/D198A/D206A): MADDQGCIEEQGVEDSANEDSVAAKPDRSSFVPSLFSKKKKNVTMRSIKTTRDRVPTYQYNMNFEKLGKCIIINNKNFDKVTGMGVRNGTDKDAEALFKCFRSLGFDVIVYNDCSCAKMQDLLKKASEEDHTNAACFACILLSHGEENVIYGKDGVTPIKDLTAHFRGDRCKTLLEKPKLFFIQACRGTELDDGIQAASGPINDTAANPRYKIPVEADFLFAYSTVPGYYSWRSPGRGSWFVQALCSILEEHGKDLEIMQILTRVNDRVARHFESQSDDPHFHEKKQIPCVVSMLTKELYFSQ
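Material: Procaspase-7 triple mutant (PC-7 D3A) | Quantity: 2 µM procaspase-7 mutant as dispensed | Reagent: DEVD-pNA substrate | Times: 1 h preincubation, 2 h reaction | Technique: 405 nm absorbance of p-nitroaniline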
* = called active by the depositor; nt = no result given.

SMILES	TPT1 inhibitor	PAFAH2 FP inh	AHR activator	PP5 primary	CTSL1 counter	procasp3 activ	core dimer inh	PP1 counter	procasp7 counter
CCc1nnc(NS(=O)(=O)c2ccc(NC(=O)c3ccc(Br)cc3)cc2)s1	2	-1	1	-1.1	3	7	18	-1	2
Cc1nnc(SCC(=O)NC2CCCC2)n1C(C)C	0	-2	1	0.0	-2	-3	-5	0	4
CS(=O)(=O)c1ccc(C(=O)OCC(=O)NNC(=O)COc2ccc(Cl)cc2)cc1	0	1	2	-1.4	-6	-2	-3	-4	13
CC(C)N(Cc1cnn(C)c1)Cc1nc(-c2ccc(Cl)cc2)no1	1	-1	8	0.9	1	7	-2	-1	2
CCCCc1cc(=O)oc2cc(C)cc(OCC(=O)N3CCC(C(=O)O)CC3)c12	-3	2	-1	1.3	-1	5	4	-4	-2
COc1cccc(NC2=NCC(=O)N2Cc2cccs2)c1	-6	-2	4	-1.9	-1	-7	0	-2	0
Cc1cc(NC(=O)CCC(=O)N(c2ccc(F)cc2)C(C(=O)NC2CCCC2)c2ccc(C)o2)no1 (stereo not given)	3	10	-1	3.2	-1	-4	7	-1	-4
COc1ccc(CN2CCC(Oc3ccc(C(=O)NCc4ccccn4)cc3)CC2)c(F)c1	1	-5	-4	1.7	2	6	-16	3	1
COc1ccccc1CNS(=O)(=O)c1cc2c3c(c1)CCC(=O)N3CCC2	0	0	-1	-0.6	3	-5	-4	-4	8
O=C(c1cc(-c2cccs2)on1)N1CCN(c2ccc(F)cc2)CC1	-1	7	2	1.1	1	-5	3	0	-4
Clc1ccc(-c2cn3c(n2)SCC3)cc1	1	2	-5	1.7	-5	1	-1	0	3
O=C(Cn1cnc2c(OCc3ccccc3)ncnc21)N[C@H](CO)Cc1cc2ccccc2[nH]1	nt	6	0	nt	nt	7	nt	nt	1
O=S(=O)(NCCSc1ccccc1)c1cccs1	-2	2	1	-1.1	3	13	2	1	-3
CCN(CC)S(=O)(=O)C1CCS(=O)(=O)C1 (stereo not given)	-2	8	-3	-7.2	10	-14	0	0	-4
Cc1nc(C(=O)Nc2ccccc2)sc1C(=O)Nc1ccccc1	2	3	2	-0.2	-2	3	-1	0	0
Cc1cccc(C)c1NC(=O)C(Cl)=C(Cl)Cl	4	4	-1	-0.3	-1	1	5	-2	6
COC(=O)c1sccc1NC(=S)N1CCCCC1	0	0	0	-0.6	-1	0	2	-2	-2
O=C1NN(c2ccc(Br)cc2)C(=O)/C1=C\c1ccc(O)cc1O	12	24	13	0.5	5	-8	3	0	-13
CN(CC(=O)Nc1ccc(F)cc1)C(=O)CSc1ncccn1	0	-5	-3	2.3	2	-2	-2	2	8
COc1cc(NC(=O)CN(C)S(=O)(=O)c2ccc3nc(C)sc3c2)cc(OC)c1	-4	-8	7	1.6	-2	3	-2	1	-12
CCOc1ccc(NS(=O)(=O)c2ccc(C(=O)NCc3ccncc3)cc2)cc1	1	9	2	0.2	-3	0	-4	0	10
CC(C(=O)Nc1nc2ccccc2s1)n1cc([N+](=O)[O-])cn1 (stereo not given)	1	-4	6	0.4	6	0	-3	8	-7
Cc1cc(C(=O)Nc2cccc3cccnc23)ccc1[N+](=O)[O-]	0	10	27	4.7	1	-2	9	0	-3
Cc1ccc(NC(=O)c2ccc(Cl)c(S(=O)(=O)NCc3ccco3)c2)c(O)c1	nt	1	56*	nt	nt	6	nt	nt	6
CCCCC(C(=O)NC(C)c1ccccc1)C(=O)NC(C)c1ccccc1 (stereo not given)	3	12	0	0.5	-1	1	7	-2	1

Four entries from above, in markdown.
| smiles | TPT1 inhibitor | PAFAH2 FP inh | AHR activator | PP5 primary | CTSL1 counter | procasp3 activ | core dimer inh | PP1 counter | procasp7 counter |
| --- | --- | --- | --- | --- | --- | --- | --- | --- | --- |
| CS(=O)(=O)c1ccc(C(=O)OCC(=O)NNC(=O)COc2ccc(Cl)cc2)cc1 | 0 | 1 | 2 | -1.4 | -6 | -2 | -3 | -4 | 13 |
| O=C(c1cc(-c2cccs2)on1)N1CCN(c2ccc(F)cc2)CC1 | -1 | 7 | 2 | 1.1 | 1 | -5 | 3 | 0 | -4 |
| CC(C(=O)Nc1nc2ccccc2s1)n1cc([N+](=O)[O-])cn1 (stereo not given) | 1 | -4 | 6 | 0.4 | 6 | 0 | -3 | 8 | -7 |
| Cc1cc(C(=O)Nc2cccc3cccnc23)ccc1[N+](=O)[O-] | 0 | 10 | 27 | 4.7 | 1 | -2 | 9 | 0 | -3 |

Record cards, from the list above. Values in the order: TPT1 inhibitor	PAFAH2 FP inh	AHR activator	PP5 primary	CTSL1 counter	procasp3 activ	core dimer inh	PP1 counter	procasp7 counter
`O=C1NN(c2ccc(Br)cc2)C(=O)/C1=C\c1ccc(O)cc1O` across the screens: 12	24	13	0.5	5	-8	3	0	-13
`CC(C(=O)Nc1nc2ccccc2s1)n1cc([N+](=O)[O-])cn1` (stereo not given) across the screens: 1	-4	6	0.4	6	0	-3	8	-7
`Cc1nc(C(=O)Nc2ccccc2)sc1C(=O)Nc1ccccc1` across the screens: 2	3	2	-0.2	-2	3	-1	0	0

(next part)
SMILES	TPT1 inhibitor	PAFAH2 FP inh	AHR activator	PP5 primary	CTSL1 counter	procasp3 activ	core dimer inh	PP1 counter	procasp7 counter
Cc1occc1C(=O)N/N=C/C1=C(N2CCOCC2)C(=C\c2ccc(Cl)cc2)/CC1	-3	-5	5	1.1	-5	2	13	-4	-4
Cc1cc2oc3cc(NCCC4CCCN4C)ccc3c(=O)c2cc1C (stereo not given)	-4	2	8	0.4	1	1	-15	0	0
COc1cc(NC(=O)c2csc(N)n2)cc(C(=O)Nc2cccc(C(F)(F)F)c2)c1	-4	-7	85*	2.6	6	0	-10	0	-10
CCN1CCN(CC(=O)Nc2cccc(C)c2C)C(=O)C1=O	-5	-2	-1	2.2	-5	1	2	-3	7
O=C1c2ccccc2NC(c2ccc(-c3cccc(Cl)c3)o2)N1O (stereo not given)	2	-3	-3	6.4	-2	4	7	6	-17
Cc1ccsc1C(=O)N1CC=C(c2ccccc2)CC1	-1	1	1	2.6	5	-2	2	2	7
COCCCN1C(=O)/C(=C\c2ccc3c(c2)OCO3)C(C(=O)OC)=C1C	-2	-1	8	-2.0	-1	-6	0	1	10
CC(NC(=O)c1ccccc1Cl)C(=O)O (stereo not given)	1	3	-2	-0.5	-2	2	0	-5	10
Nn1c(SCC(=O)Nc2c(F)cc(F)cc2Br)nnc1C1CCCCC1	-1	7	2	-0.7	1	9	9	1	5
CCC(C(=O)OCC(=O)N(C)c1c(N)n(Cc2ccccc2)c(=O)[nH]c1=O)c1ccccc1 (stereo not given)	-2	-2	0	-0.8	-5	-14	-9	-1	0
CCc1ccccc1NC(=O)CN1CCN(C(=O)CNC(=O)c2ccc(-c3ccccc3)cc2)CC1	nt	4	2	-0.2	nt	-4	nt	-5	5
COc1cc(S(=O)(=O)NCc2ccc3c(c2)OCO3)c(OC)cc1C	0	0	6	3.1	0	-6	-5	0	-3
O=C1CCCC(O)=C1C=NCc1ccccc1	-1	1	1	-0.8	3	1	-3	-4	10
Cc1ccc2c(cnn2C(=O)CCCC(=O)NC(C)c2ccccc2)c1 (stereo not given)	-1	2	-3	0.0	2	6	25	1	-8
CCC(=O)Nc1ccc(NC(=S)NC(=O)c2cc3ccccc3o2)cc1	1	-7	3	1.0	0	1	1	1	0
CCCc1nnc(SCC(=O)Nc2cc(C)on2)n1CCOC	0	5	-1	0.1	-2	-3	3	-3	7
COC1=CC(=O)C[C@@H](C)[C@]12Oc1c(Cl)c(OC)cc(OC)c1C2=O	-1	3	-2	0.9	-2	3	9	-4	-5
CCOc1ccccc1C1NC(=O)NC(C)=C1C(=O)OC1CCCC1C (stereo not given)	-2	-10	1	3.5	4	6	2	-2	8
CCCn1nnnc1SCC(=O)N1CCCC1	6	10	1	-6.9	-1	-5	1	-9	0
Cc1nn(C(C)C(=O)NNC(=S)Nc2ccc(F)cc2)c(C)c1[N+](=O)[O-] (stereo not given)	-2	2	2	1.3	5	-1	-2	-2	-16
O=C(CSc1ccc(-c2cccnc2)nn1)Nc1ccccc1	2	-2	40	1.0	4	4	0	-4	2
Cc1nnc2c(Oc3ccccc3)nc3ccccc3n12	0	6	7	1.5	-2	1	0	-1	8
CN(Cc1ccccc1)S(=O)(=O)c1ccc(Cl)c(C(=O)OCC(=O)NC2CCS(=O)(=O)C2)c1 (stereo not given)	nt	3	-1	nt	nt	0	nt	nt	16
C[C@]12C=CC(=O)C=C1CC[C@@H]1C2[C@@H](O)C[C@@]2(C)C1CC[C@]2(O)C(=O)COC(=O)CCC(=O)O (stereo not given in full)	1	5	4	3.4	-8	9	-11	0	15
Cc1cc(C)cc(N=C2NC(=O)/C(=C/c3cccs3)S2)c1	0	11	56*	4.0	-1	2	12	2	-9
Going on with the list.
SMILES	TPT1 inhibitor	PAFAH2 FP inh	AHR activator	PP5 primary	CTSL1 counter	procasp3 activ	core dimer inh	PP1 counter	procasp7 counter
COc1ccccc1C1=Nn2c(nnc2C2CCCCC2)SC1	4	0	7	3.7	-2	1	28	1	-4
CCOC(=O)CNc1nc(Cl)nc(N2CCCCC2)n1	1	-7	2	0.6	1	3	1	-4	6
CC(O)CNc1nc2c(c(=O)n(Cc3ccc(Cl)c(Cl)c3)c(=O)n2C)n1C (stereo not given)	1	0	-2	2.3	-3	-8	4	-1	9
N#C/C(=C\Nc1ccc2c(c1)OCCO2)C(=O)NCc1ccco1	-4	7	20	-0.8	2	3	1	-4	-4
COc1ccc(NC(=O)CSc2nnc(-c3cccs3)n2C)cc1OC	-1	-5	-3	1.8	-3	0	-6	-3	15
Cc1ccc(NC(=O)N2CCCC2C(=O)Nc2c(C)cc(C)cc2C)cc1 (stereo not given)	-3	-3	0	2.4	-6	5	2	-3	7
N/C(=N\O)c1ccc(Cl)cc1Cl	-1	0	-2	3.2	-1	9	-6	0	6
O=C(CCCCn1c(=O)[nH]c2ccsc2c1=O)NCC1CCCO1 (stereo not given)	-5	0	0	1.4	5	3	-6	-2	3
CCCCn1c(=O)[nH]c(=O)c2c1nc(-c1ccc(-c3ccccc3Br)o1)n2CC	1	7	2	3.1	1	-3	16	-6	-6
Cc1ccc(N(C(=O)c2snc(C(N)=O)c2N)C(CC(C)C)C(=O)NC2CCCC2)cc1 (stereo not given)	-2	-4	0	1.1	2	3	-6	1	-1
CCOC(=O)c1c(NC(=S)Nc2ccc(F)cc2)sc2c1CCC2	5	-5	14	2.3	2	-10	10	0	-25
Cc1ccc(C)c(CSc2nnc(-c3ccccn3)n2N)c1	-3	-16	12	-0.2	0	-2	-3	-2	2
O=C1CCC([N+](=O)[O-])C(c2cc3c(cc2Cl)OCO3)N1 (stereo not given)	-2	-2	-2	-0.5	-3	10	-4	-3	6
COC(=O)c1cc(=O)n(C2CC2)c(=NC2CC2)s1	-4	3	-2	-2.0	-1	10	4	1	11
O=C(Nc1cccnc1Cl)c1cccc(F)c1	1	nt	-3	1.8	-4	-2	2	-6	-2
Cc1ccc(C(=O)O/N=C(\c2ccccc2)c2ccncc2)cc1	-4	nt	1	1.4	-6	-6	3	-6	5
CN(C)c1ccc(C2NCCS2)cc1 (stereo not given)	0	5	6	2.4	4	-9	0	0	-2

Assay outcomes deposited in PubChem BioAssay by The Scripps Research Institute Molecular Screening Center.
